KAT2A inh: GCN5L2 (KAT2A) acetyltransferase inhibition; GCN5L2 HAT assay, ThioGlo1 CoA-SH fluorescence; Potency, µM (top dose mostly 58.9 µM), without a hit: top-dose activity change, negative = inhibition, hits mostly inhibitors; actives 0.21% (n = 390,000); AID 504327
Target sequence (Q92830 whole entry, looked up): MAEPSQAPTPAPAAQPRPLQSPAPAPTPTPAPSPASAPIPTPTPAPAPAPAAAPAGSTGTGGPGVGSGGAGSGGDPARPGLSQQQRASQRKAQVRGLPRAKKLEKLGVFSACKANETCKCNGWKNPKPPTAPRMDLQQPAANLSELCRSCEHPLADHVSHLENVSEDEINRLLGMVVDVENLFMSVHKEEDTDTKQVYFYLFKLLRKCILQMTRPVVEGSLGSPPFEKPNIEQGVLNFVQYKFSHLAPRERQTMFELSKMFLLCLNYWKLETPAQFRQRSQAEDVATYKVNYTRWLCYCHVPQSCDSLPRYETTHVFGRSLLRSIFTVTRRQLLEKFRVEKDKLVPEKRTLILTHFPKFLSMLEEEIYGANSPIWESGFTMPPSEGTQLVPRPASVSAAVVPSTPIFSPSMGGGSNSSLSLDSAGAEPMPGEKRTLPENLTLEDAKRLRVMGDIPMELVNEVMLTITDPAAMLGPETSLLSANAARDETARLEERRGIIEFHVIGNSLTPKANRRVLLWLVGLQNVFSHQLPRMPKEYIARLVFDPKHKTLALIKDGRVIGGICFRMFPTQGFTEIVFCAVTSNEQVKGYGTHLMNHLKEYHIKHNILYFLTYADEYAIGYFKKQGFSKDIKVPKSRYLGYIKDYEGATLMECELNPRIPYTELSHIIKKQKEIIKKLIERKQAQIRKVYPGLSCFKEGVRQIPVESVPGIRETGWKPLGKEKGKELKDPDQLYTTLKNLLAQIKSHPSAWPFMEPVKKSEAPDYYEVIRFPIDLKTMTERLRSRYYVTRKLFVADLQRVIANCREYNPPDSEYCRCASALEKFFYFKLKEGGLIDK
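Titration-based screen in which CoA formation is detected via maleimide probe ThioGlo1 (50uM) turning fluorescent on thiol reaction; substrates H3(1-25) 75uM and acetyl-CoA 70uM, GCN5L2 20nM, 20 min incubation at room temperature.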
TDP1 cell CPT: DT40-hTDP1 cell growth loss with CPT | chicken DT40 Tdp1-/-;hTDP1 cells + 20 nM CPT, ATP luminescence, 48 h | Potency, µM (highest dose often 46.2 µM), for the others: at the highest dose activity change, negative = growth inhibition, actives largely listed as inhibitors | actives 12% (n = 420,000) | AID 686979; further: nearly all actives have a fitted effect of over 55% in size
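Chicken DT40 Tdp1-/- cells stably complemented with human TDP1 were seeded at 400 cells/well in medium containing 20 nM camptothecin, exposed to pin-transferred compounds, and grown at 37 °C for at least 48 hr. Viability was read as ATP luminescence.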
TDP1 cell noCPT: qHTS for Inhibitors of human tyrosyl-DNA phosphodiesterase 1 (TDP1): qHTS in cells in absence of CPT; Potency, µM (top dose mostly 46.2 µM), without a hit: top-dose activity change, negative = growth inhibition, hits mostly inhibitors; DT40 Tdp1-/- hTDP1 cells, no CPT, ATP luminescence, 48 h; actives 15% (n = 420,000); further: nearly all actives have a fitted effect of over 55% in size
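Stably hTDP1-transfected Tdp1-null chicken DT40 cells were treated with library compounds minus camptothecin and grown for at least 48 hr at 37 °C, after which cellular ATP was quantified by luminescence.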
The depositor's hits bear a star; ? = inconclusive; nt = not tested or not shown; & = joins results of further samples; [ ] = remark or other dose. The call rests on the fitted dose curve; in most records, active means well fitted curve in the direction sought with a large enough effect; inconclusive means small, poorly fitted or top-dose-only effect, or another doubt; inactive means no such curve, though single readings can be large; an effect the other way counts as inactive or inconclusive. On the % scale 0 is the no-effect control and ±100 the full control effect; potency means the concentration at half of the fitted maximal effect.

SMILES	KAT2A inh	TDP1 cell CPT	TDP1 cell noCPT
N#CC1=C(N)Oc2c(ccc3ccccc23)C1c1ccsc1 (stereo not given)	-7.5%	0.82µM*	0.581µM*
O=C(OCc1nnc(-c2ccc([N+](=O)[O-])cc2)o1)C1CCN(C(=O)c2ccc(F)cc2)CC1	-0.2%	-26.7%	-1.4%
CNc1cccc(-c2ccc(C(=O)N3CCOCC3)cc2)n1	nt	-5.1%	-11.8%
CCOC(=O)c1c(C)nc(C)c(C(=O)OCC)c1-c1cccnc1	15.6%	-2.5%	?
COc1ccc(F)cc1S(=O)(=O)NC1CCCCCC1	-5.4%	-8.2%	-3.9%
Cc1ccccc1-c1cc(C(=O)NCc2cccs2)nn1CC1CC(c2cccc([N+](=O)[O-])c2)=NO1 (stereo not given)	-9.0%	?	16.4µM*
CCC(C)NC(=S)Nc1ccccc1OC (stereo not given)	3.1%	-2.3%	-18.4%
Cc1ccc(C(=O)Nc2cc(-c3ccn[nH]3)c(C)n(N)c2=O)cc1	-2.5%	14.0%	-22.2%
O=C(Cc1csc(Nc2nc(=S)[nH]c3ccccc23)n1)N1CCN(c2cccc(C(F)(F)F)c2)CC1	-6.8%	?	16.4µM*
O=C1CSC(=Nc2ccc(Cl)cc2)N1	-14.1%	7.0%	1.8%
Cc1ccsc1/C=N/NC(=O)c1nnn(-c2nonc2N)c1CSc1ccccc1	-1.8%	-24.9%	16.1%
COCCNc1oc(-c2ccc(COc3ccc(OC)cc3)o2)nc1C#N	-8.3%	-26.0%	?
CCC(C(=O)NCCCN1CCN(CCCNC(=O)C(CC)c2ccccc2)CC1)c1ccccc1 (stereo not given)	-3.9%	-17.8%	?
CSc1nc(N)cc(=O)[nH]1	-15.3%	1.8%	-2.2%
O=C(NCCc1c[nH]c2ccccc12)/C(=C\c1ccco1)NC(=O)c1ccco1	-1.1%	0.9%	-14.1%
CCOC(=O)N1CCC(NS(=O)(=O)c2cc3c(cc2C)NC(=O)CO3)CC1	0.1%	-10.7%	-7.3%
COc1ccc(Cl)cc1NC(=O)COC(C)=O	1.1%	0.3%	-16.7%
N#Cc1c(N2CCCCC2)nc(N)c2c(N)nc3c(c12)CC(c1ccccc1)O3 (stereo not given)	-16.6%	?	11.2µM*
Cn1c(CO)cnc1SCc1ccc(Cl)cc1	-6.0%	-1.3%	5.0%
O=C(NC(=S)NNC(=O)c1ccco1)c1ccccc1	?	?	16.4µM*
Cc1ccccc1OCC(=O)Nc1ccc(C(=O)OCc2cc(=O)n3ccsc3n2)cc1	15.8%	?	-13.1%
CN(C)c1cccc(CNC(=O)c2csc([C@@H]3O[C@H](CO)[C@@H](O)[C@H]3O)n2)c1	nt	13µM*	11.6µM*
CCn1c(-c2cccc(Br)c2)n[nH]c1=S	0.7%	-16.4%	-23.5%
CCOC(=O)CC1C(=O)NCCN1C(=S)NC(=O)c1ccc(C)c(Br)c1 (stereo not given)	nt	5.8µM*	5.17µM*
Nc1nonc1-n1nnc(C(=O)N/N=C/c2ccco2)c1-c1ccccc1	-1.0%	2.5%	-7.4%
COc1ccc(C(=O)Cc2cc(OC)c(OC)cc2[N+](=O)[O-])c(OC)c1	-2.6%	-11.2%	-9.7%
CC(=O)NC(Cc1c[nH]c2ccccc12)C(=O)NCCc1ccccc1 (stereo not given)	-6.0%	-18.1%	-12.3%
COc1ccc(-c2noc(-c3cc(C(C)C)[nH]n3)n2)cc1	-6.4%	20.6µM*	18.4µM*
CCc1ccc(OCC(=O)Nc2ccc3c(c2)OCCO3)cc1	-3.3%	-10.8%	-15.1%
CN(Cc1ccccn1)Cc1nc(Cc2ccccc2Cl)no1	-6.2%	3.5%	14.4%
CC(NCC(=O)Nc1cc(Cl)cc(Cl)c1)c1ccccc1 (stereo not given)	-5.4%	?	?
CC(=O)N1N=C(c2ccccc2)CC1c1cn(C)c2ccccc12 (stereo not given)	4.4%	?	20.6µM*
CN(C(=O)COC(=O)c1cc(Br)c(Br)s1)C1CCS(=O)(=O)C1 (stereo not given)	-2.2%	8.0%	-7.7%
Cc1cc2c(cc1C)-n1nnnc1C(N1CCCC1)C(=O)N2 (stereo not given)	nt	-15.9%	-28.7%
C=CCOc1ccc2oc(=O)cc(C)c2c1	-5.5%	5.7%	?
CC1(C)C2CCC1(C)C(OCC[N+](C)(C)CC(=O)OC1CCCCC1)C2 (stereo not given)	39.3%[activator]	1.16µM*	0.651µM*
CSCCC(c1nc2ccccc2[nH]1)n1c(/C=C/c2ccc(F)c(F)c2)nc2ccccc21 (stereo not given)	nt	?	?
CC(C)(C)CN1CCN(Cc2cc3ccccc3[nH]2)CC1CCO (stereo not given)	1.8%	-21.9%	-26.2%
COc1cc(CN2C[C@@H](CO)O[C@@H](n3cnc4c(Nc5ccccc5)ncnc43)C2)cc(OC)c1OC	nt	?	?
N#C/C(=C\c1ccc(C(=O)O)cc1)c1ccccn1	-3.2%	5.2%	-12.7%
CCN1CCN(c2ccc(S(=O)(=O)N3CCOCC3)cc2NC(=O)C(C)Oc2cccc(Cl)c2)CC1 (stereo not given)	-0.5%	?	?
COc1cc(CNCCc2ccc(S(N)(=O)=O)cc2)ccc1OCC(=O)N1CCCCC1	15.4%	21.2%	-2.3%
COc1cc(/C=C(\C#N)C(=O)Nc2cccc(C(=O)O)c2)ccc1OCc1ccc(F)cc1	-15.4%	-5.5%	-11.1%
Nc1nnnn1/N=C/c1cccs1	-4.8%	-8.9%	-11.8%
COc1ccc(-c2nc3cnc(N4CCOCC4)nc3n(C)c2=O)cc1	-7.1%	-1.4%	23.6%
CCc1cc(C(=O)Nc2ccc(OC)nc2)sc1C	-15.1%	3.3%	-17.2%
COc1cccc(-c2cncnc2NCCc2cnc[nH]2)c1	-3.8%	2.59µM*	?
COc1cccc(/C=C/C(=O)OCC(=O)Nc2cccc(S(=O)(=O)N(C)C)c2)c1	-8.4%	-4.7%	-18.2%
O=C(CCCC(=O)OCC(F)(F)C(F)F)Nc1ccc(NC(=O)CCCC(=O)OCC(F)(F)C(F)F)cc1	-1.2%	-11.1%	?
COc1ccc(-n2nc3ccc(NC(=O)c4c(OC)cccc4OC)cc3n2)cc1	6.4%	16.4µM*	14.6µM*

More records follow:
SMILES	KAT2A inh	TDP1 cell CPT	TDP1 cell noCPT
Cc1ccccc1NCc1nnc2n1CCCCC2	-12.3%	-4.2%	-27.4%
O=C1c2cccc3cccc(c23)C(=O)N1CC1CCN(S(=O)(=O)c2ccccc2)CC1	nt	27.6%	1.8%
O=C(COc1ccccc1C(=O)Nc1ccccc1)Nc1ccccc1-c1ccccc1	nt	12.6µM*	?
CCOCCCN(C(=O)Cn1nnc(-c2ccc(C)o2)n1)C(C(=O)NC1CCCC1)c1ccc(C)o1 (stereo not given)	-4.6%	?	?
N#Cc1ccccc1NC(=O)C(=O)NCC1CCCN1S(=O)(=O)c1cccs1 (stereo not given)	-2.6%	-8.0%	-29.4%
Cc1ccc(C)c(NC(=O)c2cc(=O)c3cc(C)cc(C)c3o2)c1	-5.6%	-1.0%	-6.6%
CCC(C)NC(=O)c1ccc(-n2c(=S)[nH]c3ccccc3c2=O)cc1 (stereo not given)	-9.2%	-7.0%	-15.5%
CSc1cccc(NC(=O)c2nnn(Cc3ccccc3)c2N)c1	-0.1%	?	?
CCCc1c(-c2cccc(Br)c2)ncn1Cc1cccc(-c2ccccc2)c1	nt	16.4µM*	20.6µM*
CC[C@H](C)[C@@H](NC(=O)O[C@@H]1C(=O)c2cc(Br)ccc2O[C@H]1c1cccc(OC)c1)C(=O)OC	-10.2%	?	?
COC(=O)[C@]1(C)N[C@H](c2ccc(SC3CCCCC3)c(OC)c2)[C@@H]2C(=O)N(C)C(=O)[C@@H]21	-3.1%	?	11.6µM*
CCOCCCNCc1cc(Br)ccc1OCC	-17.8%	?	-20.4%
O=C(Nc1ccccc1)C1(c2ccccc2)CC1(Cl)Cl (stereo not given)	-2.0%	9.4%	-15.4%
Cc1cccc(C)c1NC(=O)C(c1ccccc1)N1CCC(Cc2ccccc2)CC1 (stereo not given)	nt	9.2µM*	9.2µM*
O=C(CSc1nc2c([nH]c3ccccc32)c(=O)n1-c1ccccc1)N1CCOCC1	-2.1%&1.5%	-6.1%&-6.9%	-16.9%&-4.0%
Cc1ccc(C)c(N2CCN(C(=O)Cn3ncn4cccc4c3=O)CC2)c1	2.9%	-24.7%	?
CC(C)(C)c1nc2cc(Cl)c([N+](=O)[O-])cc2o1	-0.2%	?	23.1µM*
COc1ccc(C2=NOC(C(=O)NCc3ccco3)C2)cc1 (stereo not given)	-16.2%	3.98µM*	2.82µM*
Cc1ncc([N+](=O)[O-])n1Cc1ccccc1F	8.6%	1.5%	13.1%
COc1ccc(CN2CCN(C(=O)C3CCN(C(=O)Nc4ccccc4)CC3)CC2)cc1OC	-3.0%	-10.5%	?
CCN(CCO)C(=O)CC(c1ccccc1)c1cc(Br)ccc1O (stereo not given)	-1.0%	0.2%	-27.5%
O=P(CO)(Cc1ccccc1)Cc1ccccc1	-1.7%	-7.4%	-1.1%
Cc1ccc(OCc2nc3ccccc3n2CCOc2ccc(Cl)cc2)cc1	-9.6%	?	18.4µM*
COc1ccc(NC(=O)C2CCN(C(=O)[C@@H]3Cc4ccccc4CN3C(=O)OC(C)(C)C)CC2)cc1	-2.5%	6.1%	10.5%
CCCCCc1nc2c(c3c1CCCC3)CCCC2	-5.4%	?	?
COCCn1c(CN(Cc2ccccc2)Cc2ccccc2)nc2c1c(=O)n(C)c(=O)n2C	-10.3%	?	25.9µM*
Cc1ccccc1NC(=O)/C(C#N)=C\c1ccsc1	-5.7%	-7.4%	-15.8%
CCN(C(=O)c1cc2c(s1)-c1ccccc1S(=O)(=O)C2)c1cc(OC)ccc1OC	-15.5%	-28.6%	?
CC(C)NS(=O)(=O)c1ccc(OCC(=O)Nc2cccc3ccccc23)cc1	-2.4%	-15.2%	-6.8%
O=C(Cn1cnc2c(nnn2-c2ccccc2)c1=O)NCc1ccco1	-13.8%	0.1%	-2.9%

Among those listed so far, 2 contain a COOH group:
SMILES	KAT2A inh	TDP1 cell CPT	TDP1 cell noCPT
N#C/C(=C\c1ccc(C(=O)O)cc1)c1ccccn1	-3.2%	5.2%	-12.7%
COc1cc(/C=C(\C#N)C(=O)Nc2cccc(C(=O)O)c2)ccc1OCc1ccc(F)cc1	-15.4%	-5.5%	-11.1%

Later entries:
SMILES	KAT2A inh	TDP1 cell CPT	TDP1 cell noCPT
O=c1nc(NO)ccn1C1CCCO1 (stereo not given)	nt	-3.5%	-7.9%
COc1ccc(S(=O)(=O)N2CCN(c3ccc(F)cc3)CC2)cc1C(=O)N1CCOCC1	-2.6%	-21.4%	-12.9%
Cc1ccc2c(c1)c1c(c(=O)n(-c3ccccc3C)c(=O)n1CC(=O)N1CCCC1)n2C	-3.1%	?	?
Cc1ccc(NC(=O)Nc2c(C)[nH]c(=O)[nH]c2=O)cc1Cl	22.7%	-8.2%	2.4%
CCOc1cc(Cl)c(S(=O)(=O)n2ccnc2)cc1Cl	-0.6%	-0.7%	-8.7%
Cc1ccc(NC(=O)c2noc3c2CCC3)cc1C	?	1.8%	?
O=C1C=C(NNC(=O)c2cccnc2)CC(c2ccco2)C1 (stereo not given)	-12.6%	-16.8%	15.6%
CC(O)CNc1nc2ccccc2n1-c1ncnc2sc3c(c12)CCC3 (stereo not given)	-2.3%	16.4µM*	29.1µM*
CC(=O)Nc1ccc(C(=O)N/C(=C\c2ccccc2)C(=O)Nc2cccc(C(=O)O)c2)cc1	-2.6%	13.1%	12.0%
CCN(C(=O)COC(=O)c1ccccc1Oc1ccccc1)c1c(N)n(Cc2ccccc2)c(=O)[nH]c1=O	nt	0.3%	-15.8%

Some of the entries above, set out differently.
smiles | KAT2A inh | TDP1 cell CPT | TDP1 cell noCPT
Cc1ccc(NC(=O)Nc2c(C)[nH]c(=O)[nH]c2=O)cc1Cl | 22.7% | -8.2% | 2.4%
O=C1C=C(NNC(=O)c2cccnc2)CC(c2ccco2)C1 (stereo not given) | -12.6% | -16.8% | 15.6%
CCN(C(=O)COC(=O)c1ccccc1Oc1ccccc1)c1c(N)n(Cc2ccccc2)c(=O)[nH]c1=O | nt | 0.3% | -15.8%
CC(=O)Nc1ccc(C(=O)N/C(=C\c2ccccc2)C(=O)Nc2cccc(C(=O)O)c2)cc1 | -2.6% | 13.1% | 12.0%

(cont.)
SMILES	KAT2A inh	TDP1 cell CPT	TDP1 cell noCPT
CC1=C(C(=O)Nc2ccccc2Cl)C(c2cccc(O)c2)n2ncnc2N1 (stereo not given)	0.0%	2.9%	-2.8%
CCOc1ccc(S(=O)(=O)N(CC(=O)Nc2cc(C)on2)Cc2ccccc2Cl)cc1	-4.8%	?	?
COc1ccc(S(=O)(=O)N2CCCCC2)cc1NC(=O)CCCOc1ccc(C)cc1	-3.7%	?	?
Cc1ccc(Cn2c(SCC(=O)N(C)C3CCS(=O)(=O)C3)nc3ccccc3c2=O)cc1 (stereo not given)	0.2%	-21.1%	?
NC(=O)c1ccccc1NC(=O)CC12CC3CC(CC(Br)(C3)C1)C2	-1.4%	-16.2%	-14.6%

Screening results as filed in PubChem.
